APE1 inh: blocks human APE1 abasic DNA cleavage; hit rate 0.35% among 350,000; P27695; Potency, µM (series often up to 65.8 µM), without a hit: top-dose activity change, negative = inhibition, hits mostly inhibitors; recombinant APE1, TAMRA/BHQ-2 abasic DNA cleavage fluorescence;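 also: plate controls were vehicle for no effect and reference inhibitor for full effect; nearly all actives have a fitted effect of over 55% in size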
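Incision of a quenched TAMRA/BHQ-2 THF abasic-site duplex (50 nM) by 0.75 nM APE1, after 15 min compound preincubation, measured as fluorescence increase over three 60 s reads. Values normalized to buffer, DMSO and NSC13755 control wells.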
POLH inh: inhibitors of human DNA polymerase eta; Q9Y253; hit rate 1.2% among 390,000; recombinant Pol eta, fluorescent DNA replication assay; Potency, µM (series often up to 114 µM), for inactives: top-dose activity change, negative = inhibition, actives largely listed as inhibitors; AID 588591; also: % is scaled to controls: 0 for no effect and ±100 for the full control effect
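Pol eta at 10 nM preincubated with compounds 15 min at room temperature; reaction started with fluorescent substrate (50 nM final) and read kinetically at 0 and 10 min.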
Pol beta inh: DNA polymerase beta (human) inhibition | Pol beta primer extension/strand displacement, fluorescence kinetic | Potency, µM (titrated, usually from 114 µM), for inactives: at the top dose activity change, negative = inhibition, most hits filed as inhibitors | P06746 | AID 485314 | hit rate 1.3% among 340,000; also: % is scaled to controls: 0 for no effect and ±100 for the full control effect
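Kinetic readout of DNA synthesis with strand displacement by Pol beta. Compound and 10 nM enzyme sit 15 min at room temperature; 50 nM substrate starts the reaction, read immediately and at 10 min.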
Apoferritin bind: binds horse apoferritin like a general anesthetic; P02791; apoferritin/1-aminoanthracene competitive binding, fluorescence; Potency, µM (titrated, usually from 77.5 µM), without a hit: top-dose activity change, negative = displacement, hits mostly inhibitors; hit rate 0.074% among 350,000; also: % is scaled to controls: 0 for no effect and ±100 for the full control effect; nearly all actives have a fitted effect of over 20% in size
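In PBS, apoferritin at 10 uM is loaded with 1-AMA from a 50% saturated solution. After 10 min of compound exposure at ambient temperature, reduced 535 nm fluorescence indicates probe displacement.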
Pol kappa inh: blocks human DNA polymerase kappa activity. Q9UBT6. Potency, µM (highest dose often 107 µM), for the others: at the highest dose activity, negative = inhibition, usual class: inhibitors. hit rate 0.53% among 400,000. AID 588579. purified Pol kappa, fluorescent DNA synthesis assay, 10 min; also: % is scaled to controls: 0 for no effect and ±100 for the full control effect
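10 nM Pol kappa preincubated 15 min at room temperature with compounds, then reaction started with substrate at 50 nM final. Fluorescence read kinetically at 0 and 10 min; buffer-only wells served as negative control.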
BAZ2B inh: blocks human BAZ2B. Q9UIF8. AlphaScreen BAZ2B-H3K14Ac peptide displacement. Potency, µM (titrated, usually from 114 µM), for the others: at the highest dose activity change, negative = inhibition, hits mostly inhibitors. hit rate 4.4% among 360,000; also: % is scaled to controls: 0 for no effect and ±100 for the full control effect; nearly all actives have a fitted effect of over 60% in size
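Multi-concentration screen (max 110 uM) measuring displacement of acetylated histone H3 peptide from BAZ2B by AlphaScreen, using 50 nM protein, 50 nM peptide and 10 ug/mL streptavidin donor plus Ni-chelate acceptor beads.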
Pol iota inh: inhibitors of human DNA polymerase iota; Q9UNA4; Pol iota fluorescent replication assay, 10 min; Potency, µM (titrated, usually from 115 µM), without a hit: at the top dose activity, negative = inhibition, usual class: inhibitors; hit rate 1% among 390,000; AID 588590
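Fluorescent replication assay read twice, at 0 min and 10 min after adding 50 nM (final) substrate. Enzyme (10 nM) and compounds were first incubated 15 min at room temperature; enzyme-free buffer wells were negative controls.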
BLM inh: inhibitors of human Bloom syndrome helicase BLM; hit rate 0.2% among 350,000; Potency, µM (doses to about 56.1 µM), for inactives: at the top dose activity change, negative = inhibition, usual class: inhibitors; recombinant BLM DNA unwinding, fluorescence dequenching;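 also: plate controls were vehicle for no effect and no enzyme for full effect; nearly all actives have a fitted effect of over 35% in size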
G9a block: inhibitors of human histone lysine methyltransferase G9a | Q96KQ7 | G9a H3K9 monomethylation, AlphaScreen, 2 h | Potency, µM (doses to about 102 µM), for the others: at the highest dose activity, negative = inhibition, most hits filed as inhibitors | hit rate 8.8% among 350,000 | AID 504332; also: % is scaled to controls: 0 for no effect and ±100 for the full control effect; nearly all actives have a fitted effect of over 75% in size
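G9a (20 nM) was preincubated 15 min with compound, then reacted 2 h at room temperature with 500 nM biotin-H3K9 peptide and 20 µM SAM. Monomethyl-H3K9 detected by AlphaScreen using anti-H3K9me1 antibody.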
An asterisk follows results filed as active; ? = inconclusive; / = not tested or not shown; [ ] = remark or other dose. Calls follow the shape of the dose curve; as a rule, active = well fitted curve in the direction sought with a large enough effect; inconclusive = small, poorly fitted or top-dose-only effect, or another doubt; inactive = no such curve, though single readings can be large; an effect the other way counts as inactive or inconclusive. Potency is read from the fitted curve at half-maximal effect.

| canonical_smiles | APE1 inh | POLH inh | Pol beta inh | Apoferritin bind | Pol kappa inh | BAZ2B inh | Pol iota inh | BLM inh | G9a block |
| --- | --- | --- | --- | --- | --- | --- | --- | --- | --- |
| O=C(CSc1nc2ccccc2[nH]1)Nc1cccc(S(=O)(=O)N2CCOCC2)c1 | 2.7% | -8.9% | -14.7% | -3.4% | -12.0% | 12.2% | 7.7% | 1.2% | ? |
| O=C(NCc1ccncc1)C1CCCN1S(=O)(=O)c1ccc(Cl)cc1 (stereo not drawn) | 16.0% | -1.2% | -7.3% | 1.2% | -5.1% | 6.4% | 54.4%[activator] | 0.0% | 45.9% |
| C#CCSc1nnnn1-c1ccc(OCC)cc1 | 0.3% | -8.0% | 2.0% | -16.6% | -0.8% | -1.4% | 86.6%[activator] | -1.2% | 50.1µM* |
| CCC(=O)c1ccc(NC(C)=O)cc1O | 0.3% | -9.4% | ? | 5.0% | -4.6% | -1.0% | 26.4% | -2.7% | 5.5% |
| C[C@]12C(=O)N(c3ccc(C(F)(F)F)cc3)C(=O)N1[C@H]1c3ccccc3OC[C@@H]1[C@H]2c1ccccc1 | -9.8% | -10.8% | / | / | 1.5% | / | 21.6% | / | / |
| COc1cc(OC)cc(N(C(=O)CNC(=O)c2cccs2)C(C(=O)NCC2CCCO2)c2ccc(OC)c(OC)c2)c1 (stereo not drawn) | 17.6% | -14.7% | 21.4% | -6.7% | -13.7% | -8.7% | 58.8%[activator] | 1.9% | / |
| CCC(Sc1nncn2c1cc1oc(C)cc12)C(=O)Nc1ccc(F)cc1 (stereo not drawn) | / | / | 18.6% | -14.7% | -3.0% | -31.4% | 14.4% | 1.1% | ? |
| C/C(=N\Nc1nccnc1Cl)c1ccc(O)cc1 | 9.3% | -5.1% | 16.2% | -0.7% | 1.8% | 3.1% | 12.2% | 2.3% | 35.1% |
| COC(=O)c1ccc(COC(=O)CNC(=O)c2cccs2)cc1 | 11.6% | -1.1% | -2.3% | -17.2% | -3.6% | -0.5% | -5.1% | 3.7% | / |
| CCOC(=O)c1cnc(SCCc2ccccc2)nc1N | -2.8% | -3.3% | -2.0% | -23.8% | -4.9% | 50.8%[activator] | 16.4% | -7.2% | 110.0%[activator] |
| CCCn1c(SC(C(=O)Nc2cccc(OC)c2)c2ccccc2)nc2ccccc2c1=O (stereo not drawn) | -0.8% | -16.3% | 16.7% | -13.8% | -1.2% | -1.4% | 19.9% | 0.6% | 18.0%[59 µM] |
| CCOCCCNC(=O)C(c1ccc(Cl)cc1)N1CCN(c2ccccc2)CC1 (stereo not drawn) | -1.3% | -7.8% | 33.2% | -13.8% | 15.7% | 9.3% | -12.3% | -0.5% | 20.0% |
| Cc1ccc(S(=O)(=O)N2CCC(C(=O)C3C(=O)CC(C)(C)CC3=O)CC2)cc1 | ? | 5.8% | 0.4% | 0.7% | -9.9% | -12.5% | 22.1% | -4.0% | -2.9% |
| O=C(Cn1nc(C(F)F)cc1C(F)F)NNC(=S)Nc1ccc([N+](=O)[O-])cc1 | -3.0% | -13.9% | 29.3% | -22.0% | -12.6% | -29.8% | 13.2% | -1.8% | 20µM* |
| COCCCN1C(=O)c2[nH]nc(-c3ccccc3O)c2C1c1ccc(Cl)cc1 (stereo not drawn) | -3.4% | -18.0% | -15.3% | -14.2% | -4.3% | -5.0% | 37.3%[activator] | -8.4% | -4.0%[12.7 µM] |
| COc1cc(NC(=S)N2CCN(C(=O)C3CCCO3)CC2)c(OC)cc1Cl (stereo not drawn) | 2.5% | -20.7% | 32.2% | -7.7% | 6.2% | 5.7% | 8.7% | 2.9% | 8.1%[59 µM] |
| Clc1ccc(CSc2nnc(CNc3cccc(Cl)c3)o2)cc1 | 2.5% | -11.6% | -23.3% | ? | -9.5% | 28.9% | -20.9% | -10.6% | 119.8%[activator][59 µM] |
| Cc1ccc(Cl)cc1-n1ncc2c(N3CCC(C(N)=O)CC3)ncnc21 | / | -16.5% | -2.0% | 9.5% | -17.1%[60.1 µM] | -1.6% | 12.7% | -1.6% | 2.6%[59 µM] |
| CC(C)Cc1nnc(NC(=O)CCC(=O)N2CCN(Cc3ccc(F)cc3)CC2)s1 | -1.2% | -5.8% | 39.8% | 0.3% | -2.1% | -5.0%[57.1 µM] | 13.8% | -3.2% | 30.0% |
| COc1nc(/C=C/N(C)C)c([N+](=O)[O-])c(OC)n1 | -1.2% | -9.7% | 4.8% | -18.7% | -2.7% | ? | 21.5% | -4.9% | / |
| Cc1c(C(=O)NCc2ccc(N(C)C)cc2)oc2c1-c1nn(Cc3cccc(Cl)c3)cc1CC2 | / | 3.0% | ? | 1.5% | 6.3% | -17.5% | 18.0% | -9.2% | -25.8%[59 µM] |
| COc1ccc2cc(C(=O)NCCc3ccccc3)[nH]c2c1 | 22.9% | -20.5% | 19.3% | 4.7% | -15.0% | 6.0% | 22.6% | -5.2% | 10.6% |
| CC1CN(C(=O)Nc2ccc3c(c2)OCO3)CC(C)O1 (stereo not drawn) | 0.2% | -8.7% | -12.7% | -13.0% | -4.8% | 0.9% | 36.3%[activator] | -1.9% | -14.7%[12.7 µM] |
| CCC(Oc1ccccc1)C(=O)Nc1ccc(S(=O)(=O)N2CCOCC2)cc1 (stereo not drawn) | 8.8% | -17.0% | -0.2% | -7.3% | -5.3% | -4.6% | 36.7%[activator] | -1.5% | 13.6%[59 µM] |
| O=C(NCc1cccnc1)c1ccccc1CCc1ccccc1 | -1.2% | -4.2% | 1.8% | -9.5% | -10.4% | -15.0% | -18.9% | 2.7% | 13.2% |
| CCOC(=O)c1c(NC(=O)CSc2cn(CC)c3ccccc23)sc2c1CCC2 | 9.2% | -29.4% | -3.2% | -7.7% | 0.6% | ? | 10.1% | -0.5% | 56.2µM* |

Filtered by structure, the entries above with two or more sulfur atoms.
| canonical_smiles | APE1 inh | POLH inh | Pol beta inh | Apoferritin bind | Pol kappa inh | BAZ2B inh | Pol iota inh | BLM inh | G9a block |
| --- | --- | --- | --- | --- | --- | --- | --- | --- | --- |
| O=C(CSc1nc2ccccc2[nH]1)Nc1cccc(S(=O)(=O)N2CCOCC2)c1 | 2.7% | -8.9% | -14.7% | -3.4% | -12.0% | 12.2% | 7.7% | 1.2% | ? |
| CCOC(=O)c1c(NC(=O)CSc2cn(CC)c3ccccc23)sc2c1CCC2 | 9.2% | -29.4% | -3.2% | -7.7% | 0.6% | ? | 10.1% | -0.5% | 56.2µM* |

Sorted by value in Apoferritin bind (largest number first): 3 of the compounds above
| smiles | POLH inh | Pol beta inh | Apoferritin bind | Pol kappa inh | BAZ2B inh | Pol iota inh | BLM inh | G9a block |
| --- | --- | --- | --- | --- | --- | --- | --- | --- |
| CCC(=O)c1ccc(NC(C)=O)cc1O | -9.4% | ? | 5.0% | -4.6% | -1.0% | 26.4% | -2.7% | 5.5% |
| CCC(Oc1ccccc1)C(=O)Nc1ccc(S(=O)(=O)N2CCOCC2)cc1 (stereo not drawn) | -17.0% | -0.2% | -7.3% | -5.3% | -4.6% | 36.7%[activator] | -1.5% | 13.6%[59 µM] |
| CCC(Sc1nncn2c1cc1oc(C)cc12)C(=O)Nc1ccc(F)cc1 (stereo not drawn) | / | 18.6% | -14.7% | -3.0% | -31.4% | 14.4% | 1.1% | ? |

This is a subset; the hit share may differ from the screen's.
